Screening results deposited in PubChem BioAssay by University of Kansas High Throughput Screening Laboratory.
Pf apPOL inh: Pf-apPOL DNA polymerase inhibition. Recombinant Pf-apPOL, molecular beacon fluorescence, 1.5 h. inhibition, % at 10 µM. actives 0.25% (n = 210,000)
mHTT-CaM PPI inh: disrupts binding of mutant huntingtin to calmodulin; P42858; AlphaScreen His-mHTT/GST-CaM binding, luminescence; inhibition, % at 15 µM; actives 3.6% (n = 190,000); AID 1671202;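 further: 0% = both proteins with DMSO and 100% = one protein alone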
Numbers without * were called inactive; . = no result given; & = joins results of further samples. No stated cut-off is given here; in the data, active means inhibition above about 50%; inactive means the rest. Hits appear at their usual frequency, and some 3.7% of all compounds hit somewhere here.

SMILES	Pf apPOL inh	mHTT-CaM PPI inh
COc1cccc(C2=NOC(C(=O)Nc3ccc(OC)c(OC)c3)C2)c1 (stereo not drawn)	7.5	4.6
COc1cc(C2C(C#N)=C(N)N(c3ncn[nH]3)C3=C2C(=O)CCC3)cc(OC)c1OC (stereo not drawn)	-5.6	1.0
c1ccc(COc2ccc(Nc3ncnc4nc[nH]c34)cc2)cc1	-23.7	0.3
O=C1CC(c2ccc(F)cc2)Sc2ccccc2N1 (stereo not drawn)	-1.3	20.0
CC1=N/C(=C\c2ccc([N+](=O)[O-])cc2)C(=O)N1c1ccccc1Br	-3.8	32.0
NNc1nnc2c(n1)[nH]c1ccccc12	-6.8	100.0*
O=C(NCc1cccc(Br)c1)c1cn2c(n1)CCCC2	-1.4	13.3
COc1ccc(C)cc1NC(=O)Nc1c[nH]c2ccccc12	-2.2	11.8
COc1ccc(C(=O)Nc2cccc(-c3nc4ncccc4o3)c2)cc1Br	-1.0	9.0
COc1ccc(N2C=C(C#N)S(=O)(=O)c3ccc(Cl)cc32)c(C)c1	-4.5	-5.5
Cc1cc(C)nc(NS(=O)(=O)c2ccc(N/C=C/C(=O)c3cccs3)cc2)n1	-5.6	30.6
Cn1c(Cc2ccsc2)nnc1SCC(=O)Nc1ccc2c(c1)OCCO2	-15.7	.
CCn1cc2c3c(cccc31)CN(C(=O)Cc1ccc(F)cc1)CC2	-5.1	64.2*
CC1(C)CC2(CC(C)(C)N1)OC(=O)N(CCO)C2(C)O (stereo not drawn)	2.0	-2.1&-2.0
COc1ccccc1NC(=O)CSc1nnc2cc(C)c3ccccc3n12	9.3	-10.1
CCCOc1ccc(C(=O)NCC2OCCc3ccccc32)cc1OC (stereo not drawn)	-4.7	3.0
CSc1nsc(SC)c1C(N)=O	-8.2&-6.8	.
CC(=O)N1CCc2cc(Br)cc(S(=O)(=O)CCC(=O)N3CCCC3)c21	2.5	2.0
O=C1NN(c2cccc(Cl)c2)C(=O)/C1=C/c1cccn1-c1ccc([N+](=O)[O-])cc1	2.5	20.0
CCOc1ccc(S(=O)(=O)Nc2ccc(Br)cc2)c2cccnc12	-1.8	33.0
CC(C(=O)N1CCCCC1)C1CCN(S(=O)(=O)c2ccc(Cl)s2)CC1 (stereo not drawn)	-1.8	-5.9
COCCn1c(C2CCN(S(=O)(=O)c3ccc(F)c(C)c3)C2)nc2cccnc21 (stereo not drawn)	-5.6	-0.3
O=C(c1cccs1)N1CCN(c2ccc([N+](=O)[O-])cc2Cl)CC1	-4.4	16.9
Cc1cc2c(N3CCCC(C(=O)NCc4cc(F)cc(F)c4)C3)nccc2s1 (stereo not drawn)	-4.0	6.8
O=C(NCC(F)(F)F)c1ccc(N2CCCC2)nn1	-0.8	-20.5
O=C(Nc1c2c(nn1-c1ccc(Cl)cc1)CSC2)c1ccc(Br)o1	-4.5	35.0
Cc1ccc(CCNS(=O)(=O)c2ccc3[nH]c4c(c3c2)CCCC4)cc1	0.2	84.6*
COc1cccc(-c2nc(C3CCN(S(=O)(=O)c4cccc(C)c4)CC3)no2)c1	1.9	-0.5
Cc1nccn1-c1cc(N2CCN(C(=O)c3ccc(Br)o3)CC2)ncn1	-7.4	-10.0
CCOc1ccc(-c2nc3s/c(=C\c4ccc(F)cc4)c(=O)n3n2)cc1	1.7	0.0
COc1ccc(C(O)=C2C(=O)C(=O)N(CCN3CCOCC3)C2c2ccncc2)cc1C (stereo not drawn)	-11.5	5.7
Cc1ccc(C2=NC3(CCN(Cc4ccc(Cl)cc4)CC3)NC2=O)cc1	-4.3	1.6
COc1ccc(S(=O)(=O)N(CC(=O)NCc2ccccn2)c2ccc(C)cc2)cc1OC	-1.0	21.1
COc1cccc(-c2nc(C3CCN(C(=O)c4ccc(C#N)cc4F)CC3)no2)c1	1.1	2.1
O=Nc1c(-c2c(O)[nH]c3cc(Br)ccc23)[nH]c2ccccc12	-1.0	.
COc1cc(C(=O)NCCC(=O)NCC(OC)OC)cc(OC)c1OC	-4.0	-1.0
O=C(Nc1cnc2ccccc2c1)N1CCOCC1	-2.3	-5.9
Cc1ccc2c(c1)N(Cc1cc(F)cc(F)c1)N=C(C(=O)N1CCCC1)S2(=O)=O	-1.3	1.1
Cc1ccc(S(=O)(=O)Nc2ccc(C(=O)CC(=O)Nc3ccccc3)cc2)cc1	-4.9	15.9
CC(C)CC(=O)Nc1ccc2nn(-c3ccccc3)nc2c1	-4.3	-9.6
O=C(C=Cc1ccc(OC(F)(F)F)cc1)N1CCN(c2cccc(Cl)c2)CC1	-5.9	.
CC(C)(C)n1nc(C2CC2)cc1NC(=O)c1ccccc1	5.0	.
NC(=O)c1ccc(-c2ncc3c(n2)-c2ccsc2SC3)cc1	-11.3	.
Cc1ccc(OCc2nc3ccccc3n2CC(C)C)cc1	-38.8	-28.0
CCOc1ccc(S(=O)(=O)N2CCc3nc4cc[nH]n4c(=O)c3C2)cc1	0.5	-1.9
Cc1cc2c(N3CCC(C(=O)Nc4ccc(F)cc4Cl)CC3)nccc2s1	-2.1	-2.9
Cc1n[nH]c(C)c1S(=O)(=O)N1CCc2ccccc21	-6.7	-2.0
Cn1cnnc1Sc1nc2c(c(=O)n(C)c(=O)n2C)n1C	-3.7&2.0	-4.0&-0.1
N#Cc1c(NC(=O)c2ccc(Br)cc2F)sc2c1CCC2	-4.9	-16.9
O=C(Nc1ccc(N2CCOCC2)cc1)C1CC1	-3.5	1.1
O=C1C2CCCN2C(c2ccc(Br)cc2)N1c1ccc(F)cc1 (stereo not drawn)	-2.4	9.5
C1=C(c2ccccc2)CC(c2ccccc2)=C1	-4.7	.
CCn1c(=O)c(NCc2cc(F)cc(F)c2)nc2ccncc21	-9.1	-2.9
CCOc1ccc(C(=O)Nc2cccc(C)c2C)cc1Cl	-5.9	-2.1
COc1cc(/C=C/c2[nH]c(=O)[nH]c(=O)c2[N+](=O)[O-])ccc1O	5.8	-1.5
Cc1ccc(NC(=O)C2CCCN(S(=O)(=O)c3ccc(Br)s3)C2)cc1F (stereo not drawn)	2.2	-5.0
CCn1c(=N)c(C(=O)NCC2CCCO2)cc2c(=O)n3ccccc3nc21 (stereo not drawn)	-52.5	-5.0
Cc1cccn2c(=O)c3cc(C(=O)NCc4ccccc4)c(=N)n(CCOCCO)c3nc12	-2.0	6.0
O=[N+]([O-])c1ccc(N2CCCC2)cc1N1CCN(Cc2ccccc2)CC1	-4.1	52.6*
CCOC(=O)c1csc(NC(=O)C2c3ccccc3Oc3ccccc32)n1	-4.6	-12.6

Brought forward from above: 3 entries; new compounds follow.
SMILES	Pf apPOL inh	mHTT-CaM PPI inh
Cc1cccn2c(=O)c3cc(C(=O)NCc4ccccc4)c(=N)n(CCOCCO)c3nc12	-2.0	6.0
O=[N+]([O-])c1ccc(N2CCCC2)cc1N1CCN(Cc2ccccc2)CC1	-4.1	52.6*
CCOC(=O)c1csc(NC(=O)C2c3ccccc3Oc3ccccc32)n1	-4.6	-12.6
CC(Cc1ccccc1)NC(=O)CC(c1ccccc1)c1ccccc1 (stereo not drawn)	3.1	-16.4
COC(=O)c1ccccc1NC(=O)N1CCC2(CC1)Nc1cc(F)ccc1-n1cccc12	2.3	46.0
Cc1ccc(-c2noc(COc3ccc(Cl)cc3)n2)cc1	-7.9	-6.7
O=C(NCCCN1CCOCC1)C1CCN(c2cncnc2N2CCCCC2)CC1	-1.5	11.8
CC(C)(C)c1cc(C(C)(C)C)n(-c2ccc(C(=O)O)cc2)n1	-7.7&-2.9	.
C=CCn1cnc2c1c(=O)n(C)c(=O)n2C	-0.7	-3.2
COCCNC(=O)C(=O)NCCn1nc(C)cc1C	-4.5	-13.7
Cn1cc(CCNC(=O)C(C)(C)C)c2cccnc21	1.0	-9.4
COc1ccc(OC)c(CN2CCc3nc(Nc4ccccc4F)ncc3C2)c1	-2.0	30.4
c1ccc2sc(-c3ccn[nH]3)nc2c1	.	-1.2
COc1ccc(N(C(C)=O)C2SC(=O)N(c3ccccc3)C2=O)cc1 (stereo not drawn)	-1.1	1.0
COc1ccc(C=Nc2cc(Cl)c(N)c(Cl)c2)cc1	0.2	7.0

Single records (already shown).
Record of NNc1nnc2c(n1)[nH]c1ccccc12 → Pf apPOL inh: -6.8; mHTT-CaM PPI inh: 100.0*
Record of O=C(NCCCN1CCOCC1)C1CCN(c2cncnc2N2CCCCC2)CC1 → Pf apPOL inh: -1.5; mHTT-CaM PPI inh: 11.8
Record of CC(C)CC(=O)Nc1ccc2nn(-c3ccccc3)nc2c1 → Pf apPOL inh: -4.3; mHTT-CaM PPI inh: -9.6

Next section
SMILES	Pf apPOL inh	mHTT-CaM PPI inh
CCCCN1CC(C)(C)[C@H](CC(=O)Nc2ccc(Br)cc2)C1=O	-4.4	-13.5
O=C(NC1CC(O)C(CO)C1)c1ccc2nsnc2c1 (stereo not drawn)	1.9	-4.9
O=c1c(CN2CCN(c3ccc(Cl)cc3)CC2)coc2ccccc12	-3.4	2.9
COC(=O)[C@H](CC(C)C)N(CCc1cn(Cc2ccc(C)cc2)nn1)S(=O)(=O)c1ccc(F)cc1Br	2.2	71.8*
COc1ccc2nc3sc(C(=O)N(C)C4CCCCC4)cc3cc2c1	-2.6	-3.0
Cc1ccc(OCCNC(=O)Nc2sc(NS(=O)(=O)c3ccc(C)cc3)nc2C)cc1	-6.5&-9.4	44.0&33.7
CSc1nc(-c2ccccc2)nc(SC)c1C(C)=O	3.9&0.8	-15.0&-16.8
O=S1(=O)N[C@H](Cc2ccccc2)COc2cc(NCCO)ccc21	-3.0	-0.7
O=C(Nc1cccc(C(F)(F)F)c1)Nc1nnc2ccccn12	-13.1	14.1
Cc1ccc(-c2nc(C)c(C(=O)N3CCC(CC(=O)NCc4cccnc4)CC3)s2)cc1	-2.1	7.2
CCCc1cc(=O)[nH]c(SCC(=O)c2ccc(OC)cc2)n1	2.4	-7.5
CN(C)CCNC(=O)C(=O)NCCC(O)C(C)(C)C (stereo not drawn)	-5.8	-10.0

Part of the list above in order of length of the SMILES, highest first.
SMILES	Pf apPOL inh	mHTT-CaM PPI inh
O=S1(=O)N[C@H](Cc2ccccc2)COc2cc(NCCO)ccc21	-3.0	-0.7
O=C(Nc1cccc(C(F)(F)F)c1)Nc1nnc2ccccn12	-13.1	14.1
O=C(NC1CC(O)C(CO)C1)c1ccc2nsnc2c1 (stereo not drawn)	1.9	-4.9

The list continues:
SMILES	Pf apPOL inh	mHTT-CaM PPI inh
Cc1ccccc1-n1nc2c(c1NC(=O)c1cccc(Br)c1)CS(=O)(=O)C2	-1.0	3.0
CCC(=O)Nc1ccc(C2(C(=O)N3CCN(c4ccccn4)CC3)CCCCC2)cc1	6.1	20.8
CCc1nc2cccnc2n1C1CCN(C(=O)Cc2cccc(C(F)(F)F)c2)C1 (stereo not drawn)	-3.8	20.2
O=C1Nc2ccccc2N(O)N1c1ccccc1I	-5.5	-4.0
COc1ccc(Nc2nc(C)cc(C)c2C(N)=O)cc1	2.4	-2.4
O=S1(=O)c2ccc(N3CCSCC3)cc2Oc2ccccc2CN1Cc1cn(Cc2cccc(F)c2)nn1	-4.2	-0.6
Cc1ccc(OCc2nc(-c3cccc(-c4ccn[nH]4)c3)no2)cc1	-2.2	9.4
Fc1cc(F)cc(CN2CCc3nc(N4CCOCC4)ncc3C2)c1	38.2	1.0
CSc1sc(-c2nc(C)cs2)c(C)c1-c1ccnc(SCc2ccc(Cl)cc2)n1	-1.4	.
CCCNc1cc(N2CCC(CCC(=O)NCCc3cccnc3)CC2)ncn1	-3.6	2.2
NS(=O)(=O)c1ccc(NC(=O)Cc2cccs2)cc1	-0.3	0.5
COc1ccc(C2CCCN2C(=O)c2cc(C)no2)cc1 (stereo not drawn)	-9.9	-0.1
Cc1ccc(Nc2cc(N3CCC(C(=O)N4CCSCC4)CC3)ncn2)cc1	-13.2	5.0
Cc1cccc(C(=O)NCC2CCCN(S(=O)(=O)c3ccc4c(c3)CCCC4)C2)c1 (stereo not drawn)	-5.7	-3.4
CCOC(=O)N1CCN(C(=N)C(C(C)=O)=C(C)O)CC1	-1.5	-6.8
COc1ccc(OCC(=O)N2CCCC(c3ccnc(-c4ccc(F)cc4)n3)C2)cc1 (stereo not drawn)	-0.9	11.5
